High-throughput results as filed in PubChem.
MITF TRPM1 inh: inhibitors of MITF-driven TRPM1 promoter in melanoma cells | 330,000 compounds, 0.83% hits | SK-MEL-5 TRPM1 promoter luciferase, 24 h | inhibition, % at 12.5 µM | AID 488899;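 active = mean inhibition across replicates of 60% or more, whatever share of single replicates reaches that level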; note: values of inactives mirror those of a sister screen read the other way
Peg3 prom inh: reduces Peg3 promoter-driven luciferase expression in HeLa | HeLa PEG-Prom luciferase reporter, luminescence, overnight | inhibition, % at 20 µM | 360,000 compounds, 1.7% hits | AID 588405;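 active = inhibition of at least 50% at 20 µM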
HIF-2a block: inhibitors of HIF-2a; 786-0 RCC cells HIF-2a reporter, luciferase luminescence, overnight; inhibition, % at 18.8 µM; 360,000 compounds, 0.72% hits; AID 624352;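 active = inhibition of the luminescence signal of 40% or more relative to plate controls, in a single-dose primary screen at 18.75 µM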
NR2E3 ag-1: NR2E3 (human) agonism. Q9Y5X4. GST-NR2E3/biotin-RetCOR TR-FRET, 1536-well. inhibition of corepressor binding, % at 4.78 µM. 320,000 compounds, 0.12% hits. AID 2300;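 active = percent inhibition above the cutoff of mean plus 3 SD of all tested compounds, set per screening campaign, cut at about 20% in these data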;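 note: 0% = DMSO wells and 100% = biotin wells as full block of FRET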
Target sequence (Q9Y5X4 whole entry, looked up): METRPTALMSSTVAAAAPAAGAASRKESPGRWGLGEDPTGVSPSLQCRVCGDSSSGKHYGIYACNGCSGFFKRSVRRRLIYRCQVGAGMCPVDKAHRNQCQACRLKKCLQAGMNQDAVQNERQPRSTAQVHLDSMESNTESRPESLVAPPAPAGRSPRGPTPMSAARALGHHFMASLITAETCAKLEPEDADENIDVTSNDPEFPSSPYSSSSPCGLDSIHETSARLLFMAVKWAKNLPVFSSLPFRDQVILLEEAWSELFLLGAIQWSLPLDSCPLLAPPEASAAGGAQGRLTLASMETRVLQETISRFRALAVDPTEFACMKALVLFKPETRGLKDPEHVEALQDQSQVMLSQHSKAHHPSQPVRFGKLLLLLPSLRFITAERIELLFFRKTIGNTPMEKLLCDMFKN
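Material: NR2E3–RetCOR corepressor complex / Amount: 1.35 nM GST-NR2E3 / Medium: Tris pH 7.5 / Compound: single nominal compound dose of 4.8 µM / Incubation: 5 h at 4 °C / Technique: TR-FRET, Eu(K)-anti-GST donor, streptavidin-D2 acceptor, ex 340, em 617/671 nm / Read-out basis: percent loss of FRET ratio relative to control wells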
CF NFkB inh: inhibitors of cystic fibrosis induced NF-kB | inhibition, % at 5 µM | KKLEB NF-kB-GFP reporter, PAF-induced, GFP fluorescence overnight | 360,000 compounds, 0.86% hits;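 active = at least 50% inhibition at 5 µM, scaled per plate between neutral and stimulator controls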;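 note: PAF is a Pseudomonas aeruginosa culture filtrate used as stimulus; plate controls were PAF-stimulated DMSO wells for no effect and unstimulated DMSO wells for full effect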
NR2E3 ag-2: human photoreceptor-specific nuclear receptor agonism; AID 602229; CHO-S Gal4-NCOR/VP16-NR2E3 two-hybrid, luciferase; Q9Y5X4; inhibition of corepressor binding, % at 3.98 µM; 360,000 compounds, 0.35% hits;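 active = inhibition above the mean of all tested compounds plus 3 SD, cut at about 70% in these data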;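 note: 0% = DMSO with NR2E3 transfected cells and 100% = cells lacking NR2E3 construct; higher means lower luciferase signal from less NR2E3 corepressor binding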
Shn3 inh set2: Schnurri-3 reporter inhibition in Clone20 osteoblasts; Clone20 osteoblast Shn3 3'UTR firefly luciferase, 24 h; inhibition, % at 12.5 µM; 360,000 compounds, 0.52% hits; AID 588674;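 active = mean inhibition of at least 75% with every replicate also reaching 75%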;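 note: 0% = median of neutral control wells and 100% = pilot-screen positive control compound; some compounds past the cut are filed as inactive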
KKLEB cytotox: reduces viability of KKLEB cystic fibrosis airway cells; KKLEB CF airway cells viability, ATPlite luminescence, overnight; active compounds read low; cells stimulated with P. aeruginosa culture filtrate; activity change (cytotoxicity), % at 5 µM; 360,000 compounds, 0.36% hits;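 active = corrected activity change at or below -50% at 5 µM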
TROY signal inh: inhibitors of TROY-dependent NF-kB signaling; 360,000 compounds, 0.98% hits; inhibition, % at 10 µM; Q293 LMP1-TROYcd NF-kB luciferase reporter, 4 h; AID 1347056;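 active = compounds whose plate-normalised and pattern-corrected inhibition of the luciferase reporter signal at the single screening dose is 50% or more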
C8 TRAIL sens: caspase-8 TRAIL sensitization. inhibition (viability loss, TRAIL sensitization), % at 10 µM. 360,000 compounds, 1% hits. NB7+C8 cells + TRAIL, ATPlite viability luminescence;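 active = compounds causing at least 50% loss of cell viability in the single-dose screen, relative to plate controls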
TWEAK Fn14 block: inhibitors of TWEAK-Fn14 interaction signaling; TWEAK-stimulated Fn14 reporter cells, luciferase luminescence, 8 h; inhibition, % at 10 µM; 360,000 compounds, 2% hits; AID 1159606; in the data active = inhibition above about 50%
Starred values were filed as active, the others as inactive; . = no result given; & = joins results of further samples. The list is partial; rates above refer to the full screens.

Sequence of screens – MITF TRPM1 inh	Peg3 prom inh	HIF-2a block	NR2E3 ag-1	CF NFkB inh	NR2E3 ag-2	Shn3 inh set2	KKLEB cytotox	TROY signal inh	C8 TRAIL sens	TWEAK Fn14 block
- O=C(NN(C(=O)c1ccccc1)c1cccs1)c1ccccc1
 : -2	7	11	.	7	-4	-1	6	-6	-14	-5
- COc1ccc(-c2noc(CCCC(=O)NCc3ccco3)n2)cc1OC
 : 7	6	-5	3	2	-15	-3	-2	11	9	2
- Oc1c(/C=N/c2ccccn2)sc2ccccc12
 : -14	-158	-154	-4	-3	-33	.	3	-4	-9	37
- CCOc1ccc(C(=O)NCC(=O)NNC(=O)C2COc3ccccc3O2)cc1OCC (stereo unspecified)
 : 1	-15	9	3	19	3	-4	-24	-1	-8	9
- COc1ccc2oc(C(=O)OC(C)C(=O)N(C)c3ccccc3)c(C)c2c1 (stereo unspecified)
 : 0	-10	-12	-3	12	-20	-8	-8	-19	1	2
- CCOC(=O)N1CCC(NC(=O)CSCc2nc(-c3ccccc3Cl)oc2C)CC1
 : 7	-13	-9	-1	6	-4	-8	-4	-7	13	-11
- O=C(Nc1ccc(N2CCOCC2)cc1N1CCOCC1)c1ccc([N+](=O)[O-])cc1
 : 14	6	21	4	4	-29	0	0	-2	3	-9
- COc1ccccc1OC(C)C(=O)Nc1ccc2c(c1)n(C)c(=O)n2C (stereo unspecified)
 : 0	-4	8	3	-16	-2	-17	-6	11	-10	-7
- O=C1CCCN1CCCNc1ncnc2c1cnn2-c1ccc(Cl)cc1
 : -17	-162	-202	6	2	-81	0	0	-25	21	9
- COc1ccc(OC)c(NC(=O)NC2CCCCCCC2)c1
 : -11	-37	-41	.	1	-7	-4	-1	-25	1	-23
- COc1ccc(C(=O)c2ccc(N3CCOCC3)c([N+](=O)[O-])c2)cc1
 : 3	0	-15	2	8	-20	39	-14	18	-5	2
- Cc1cc(NC(=O)COc2coc(CN3CCN(c4ccccc4)CC3)cc2=O)no1
 : -3	-4	1	2	-3	6	-19	12	-19	-6	2
- Cc1nc(Cc2nnc(SCC(=O)N3CCN(c4ccc(O)cc4)CC3)o2)cs1
 : -10	11	-1	0	14	-25	-5	17	7	0	-6
- Cc1noc(C)c1NC(=O)Nc1cccc2c1O[C@H](CN(C)S(=O)(=O)c1cccs1)[C@@H](C)CN([C@H](C)CO)C2=O
 : 5	-12	-3	.	-24	0	-19	22	0	-2	-12
- CCOC(=O)Cn1c(=N)n(Cc2ccccc2)c2ccccc21
 : 1	2	5	1	1	20	15	5	-7	0	11
- O=C(CN1CCCC1)Nc1ccccc1Sc1ccccc1
 : -7	22	17	2	2	-11	-7	-14	6	-23	3
- COc1ccc(-c2ccccc2)cc1NC(=O)c1ccncc1
 : -14	1	-6	0	3	-1	5	2	4	-22	-7
- COc1ccccc1OCCCCN1CCC(C)CC1
 : -7	5	14	2	33	11	-9	-8	-3	4	1
- O=C1CCC[C@@H]2C=C[C@H](c3ccc(Br)cc3)[C@H]3CCN1[C@@H]32
 : .	.	2	.	.	3	.	.	6	15	8
- COC(=O)c1ccc(C2/C(=C(\O)c3cccc(OC)c3)C(=O)C(=O)N2CCCN2CCOCC2)cc1 (stereo unspecified)
 : 0	-23	14	2	4	-19	-12	-4	2	4	21
- CCn1nc(C(=O)OCC(=O)NCCN2C(=O)CSC2=O)c2ccccc2c1=O
 : 0	9	20	4	-6	4	-2	0	14	-7	-12
- C#CCOCCOCCOCCNc1nc(N2CCN(C(=O)[C@H](CC(N)=O)n3cc(C(N)[C@H](C)CC)nn3)CC2)nc(N2CCN(C(=O)[C@H](CC(N)=O)n3cc(C(N)[C@@H](C)CC)nn3)CC2)n1 (stereo partly specified)
 : -4	-3	6	.	9	-28	-17	6	14	-21	-20
- CC1=C(C(=O)N2CCOCC2)C(c2cccc(C)c2)NC(=S)N1 (stereo unspecified)
 : 7	-6	16	-2	-14	5	6	1	-10	-7	8
- CCSc1nnc2c(n1)[nH]c1c(C)cccc12
 : -30	-220	-381	-2	-25	-63	-24	13	-42	-26	22
- COc1ccccc1NC(=O)CN1CCN(c2ccccc2OC)CC1
 : 0	21	16	-1	-21	9	23	2	2	-15	-14
- CC(=O)C1=C(C)NC(=O)NC1c1cccs1 (stereo unspecified)
 : 8	0	3	3	-8	4	-3	-3	-5	-17	1
- CC1(C)NC(=O)N(CC(=O)OCC(=O)c2ccc(Br)s2)C1=O
 : -7	-16	-7	.	0	14	-1	-14	-4	-7	2
- O=c1cc(CN2CCCCCCC2)c2c(ccc3ccccc32)o1
 : .	9	9	.	-12	-37	21	-5	-5	-1	-6
- Cc1ccc(NC(=O)COC(=O)c2cccc(OC(F)F)c2)cc1S(=O)(=O)N1CCCCC1
 : -8	8	13	0	8	13	20	9	22	-9	-2
- COc1ccc2nc(NC(=O)CCNS(=O)(=O)c3ccc4c(c3)oc(=O)n4C)sc2c1
 : -7	-26	-51	4	-8	15	-10	-37	-7	3	-1
- NCC(c1ccccc1Cl)c1c[nH]c2ccccc12 (stereo unspecified)
 : 14	7	25	1	-1	-15	14	-4	-2	8	2
- N#Cc1cccc(NC(=O)c2ccccc2C(=O)O)c1
 : 10	3	5	-1	-3	-11	2	5	-1	1	-4
- CCC(c1nnnn1-c1ccc2c(c1)OCCO2)N1CCN(c2ccc(C(F)(F)F)cn2)CC1 (stereo unspecified)
 : .	.	14	.	.	15	.	.	37	-3	30
- COc1cccc(-c2cn3nc4c(nc3n2)CCCC4)c1
 : 43	-13	-25	2	18	-127	33	-14	11	53*	6
- Fc1ccc(-c2nc3ccccc3[nH]2)cc1
 : -67	-277	-207	2	-23	-50	-20	11	-62	23	-30
- Cc1ccc(C(=O)Nc2cccc(C(F)(F)F)c2)cc1NC(=O)c1cnnc2ccccc12
 : 25	17&15	2&6	4	53*	-4&-30	1&17	-25&-4	-4&4	-10&-8	-38&-29
- Cc1ccc(C2(c3ccccc3)NC(=O)N(CC(=O)NCc3ccco3)C2=O)cc1C (stereo unspecified)
 : 17	5	22	-1	-22	15	6	4	4	8	6
- COc1ccc(Cn2c(C3CC3)nc3ccc(NC(=O)c4ccco4)cc3c2=O)cc1
 : -70	-215	-222	-1	22	-114	-51	-2	-23	9	-19
- O=C(Oc1ccc2ccccc2c1Cl)N1CCCC1
 : -73	-253	-190	-2	-14	-122	-67	5	-50	16	-24
- O=C(COc1cccc(Cl)c1)Nc1nc(-c2ccc(S(=O)(=O)N3CCOCC3)cc2)cs1
 : 1	24	12	.	-6	24	31	-2	38	20	57*
- CCCCn1c(-c2cccc(C)c2)nc2cc3[nH]c(=O)c(C(C)C)nc3cc21
 : 3	5	-14	2	20	2	6	-10	43	31	41
- COc1ccc(OCCCC(=O)OCC(=O)Nc2ncc(Cl)cc2Cl)cc1
 : 7	4	18	.	19	-25	-12	-8	-23	5	3
- COc1ccc(NC(=O)CSc2nnc(NC(=O)c3ccccc3C(=O)O)s2)cc1
 : 9	11	4	4	-13	-30	5	3	-1	-6	19
- COC(=O)c1cc(OCC(=O)NC2CCCc3ccccc32)cc(C(=O)OC)c1 (stereo unspecified)
 : -3	21	6	2	-12	-9	3	-4	-7	-9	-36
- COc1cccc(C2C(C(=O)c3sc(C)nc3C)=C(O)C(=O)N2CCN2CCOCC2)c1OC (stereo unspecified)
 : -1	4	8	2	-4	21	-10	3	-11	7	1
- NC(N)=NC1=NC(=O)C(Cc2ccccc2Cl)S1 (stereo unspecified)
 : -3	-18	-16	-2	-2	-7	11	9	0	-10	-2
- CC(=O)NCCC(=O)Nc1nc(-c2ccc3c(c2)OCCO3)cs1
 : -10	-54	-100	1	-14	-11	-3	3	-6	0	-16
- O=C(OCc1ccccc1)c1ccc(Br)o1
 : 3	-8	6	0	6	-10	-23	2	16	-11	10
- O=C(CN1C(=O)c2cccnc2Oc2ccc(Cl)cc21)N1CCOCC1
 : -1	-2	-1	3	-4	-14	-8	0	8	-8	-8
- O=c1oc2ccccc2c(O)c1C=NCc1ccccn1
 : 16	24	10	8	23	-17	-15	-3	.	-9	29
- O=C(Oc1ccccc1/C=C\C(=O)c1cc2ccccc2o1)c1ccccc1
 : -11	-107	-159	1	14	-42	-95	-7	-37	12	12

Compounds above containing a Cl atom:
Sequence of screens – MITF TRPM1 inh	Peg3 prom inh	HIF-2a block	NR2E3 ag-1	CF NFkB inh	NR2E3 ag-2	Shn3 inh set2	KKLEB cytotox	TROY signal inh	C8 TRAIL sens	TWEAK Fn14 block
- CCOC(=O)N1CCC(NC(=O)CSCc2nc(-c3ccccc3Cl)oc2C)CC1
 : 7	-13	-9	-1	6	-4	-8	-4	-7	13	-11
- O=C1CCCN1CCCNc1ncnc2c1cnn2-c1ccc(Cl)cc1
 : -17	-162	-202	6	2	-81	0	0	-25	21	9
- NCC(c1ccccc1Cl)c1c[nH]c2ccccc12 (stereo unspecified)
 : 14	7	25	1	-1	-15	14	-4	-2	8	2
- O=C(Oc1ccc2ccccc2c1Cl)N1CCCC1
 : -73	-253	-190	-2	-14	-122	-67	5	-50	16	-24
- O=C(COc1cccc(Cl)c1)Nc1nc(-c2ccc(S(=O)(=O)N3CCOCC3)cc2)cs1
 : 1	24	12	.	-6	24	31	-2	38	20	57*
- COc1ccc(OCCCC(=O)OCC(=O)Nc2ncc(Cl)cc2Cl)cc1
 : 7	4	18	.	19	-25	-12	-8	-23	5	3
- NC(N)=NC1=NC(=O)C(Cc2ccccc2Cl)S1 (stereo unspecified)
 : -3	-18	-16	-2	-2	-7	11	9	0	-10	-2
- O=C(CN1C(=O)c2cccnc2Oc2ccc(Cl)cc21)N1CCOCC1
 : -1	-2	-1	3	-4	-14	-8	0	8	-8	-8
